Compound activity: PubChem, several laboratories
Rev-RRE block: HIV-1 Rev-RRE binding inhibitors, primary screen, biochemical, FRET, protein-RNA interaction; inhibition, % at 8 µM; Rev peptide-RRE RNA binding; P05866; actives 0.79% (n = 97,000);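 active = inhibition above the screen-wide mean plus 3 SD, cut at about 35% in these data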;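 note: 0% = median DMSO wells and 100% = median Neomycin B control wells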
Target sequence (P05866 whole entry, looked up): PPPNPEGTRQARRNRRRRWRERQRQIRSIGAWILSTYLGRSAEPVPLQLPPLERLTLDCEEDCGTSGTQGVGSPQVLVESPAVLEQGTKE
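Assay system: labelled RRE RNA duplex and labelled Rev peptide / Medium: HEPES pH 7.5 salt buffer with EDTA / Reagent: labelled Rev peptide / Schedule: 5 + 15 min at 25 °C / Signal: FRET, excitation 480 nm, emission 540 nm donor and 671 nm acceptor / Benchmarks: DMSO and neomycin B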
CYP2C9 inh: blockers of cytochrome P450 2C9 activity – biochemical, luminescence, ADME assay, primary screen. P11712. CYP2C9 Supersomes, luciferin-H conversion. inhibition, % at 5 µM. actives 20% (n = 96,000);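 active = blocking of liver enzyme CYP2C9 beyond about 50% at 5 µM, limit read from the data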; note: values of inactives mirror those of a sister screen read the other way
Target sequence (P11712 whole entry, looked up): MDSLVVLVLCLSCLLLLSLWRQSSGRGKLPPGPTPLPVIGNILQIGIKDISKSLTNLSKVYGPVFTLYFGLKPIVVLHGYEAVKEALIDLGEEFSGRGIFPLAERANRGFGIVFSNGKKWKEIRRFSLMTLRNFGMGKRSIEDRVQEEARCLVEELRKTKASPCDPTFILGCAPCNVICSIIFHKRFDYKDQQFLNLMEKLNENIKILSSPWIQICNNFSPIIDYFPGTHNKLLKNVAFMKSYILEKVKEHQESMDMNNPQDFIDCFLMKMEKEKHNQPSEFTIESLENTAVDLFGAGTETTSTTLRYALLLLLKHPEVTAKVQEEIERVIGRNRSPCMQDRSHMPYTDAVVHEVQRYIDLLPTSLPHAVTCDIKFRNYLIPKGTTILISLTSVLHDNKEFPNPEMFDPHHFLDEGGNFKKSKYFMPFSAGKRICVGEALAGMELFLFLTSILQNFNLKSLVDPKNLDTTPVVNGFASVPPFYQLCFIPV
CYP2C19 act: human CYP2C19 activators, primary screen, biochemical, luminescence; Cytochrome P450 2C19 (Homo sapiens), P33261; recombinant CYP2C19, luciferin-H EGE luminescence; stronger effect = higher value; 0 = fully inhibited enzyme, 1 = untreated enzyme; activation factor at 5 µM; 96,000 tested, under 10 active;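 active = activation factor of at least 2 at 5 µM in the primary screen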;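 note: 0 = wells with 2.5 mM tranylcypromine and 1 = vehicle-only wells; values of inactives mirror those of a sister screen read the other way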
PLK1 kinase inh: human PLK1 kinase inhibitors, primary screen, biochemical, TR-FRET | Serine/threonine-protein kinase PLK1 (Homo sapiens), P53350 | recombinant PLK1 kinase, TR-FRET peptide phosphorylation | inhibition, % at 10 µM | actives 0.53% (n = 97,000) | AID 619, 2007;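 active = inhibition of 50% or more in the single-concentration screen; inactive = inhibition below 50%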;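 note: 0% = DMSO max control and 100% = H-89 dihydrochloride min control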
CYP2C19 inh: blockers of cytochrome P450 2C19 activity – biochemical, luminescence, ADME assay, primary screen. P33261. CYP2C19 Supersomes, luciferin-H EGE luminescence, 30 min. inhibition, % at 5 µM. actives 21% (n = 96,000). AID 778, 2007;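 active = CYP2C19 inhibition above a set limit at 5 µM in the primary screen, cut at about 50% in these data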;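 note: plate controls were negative control wells for no effect and 2.5 mM tranylcypromine positive control for full effect; values of inactives mirror those of a sister screen read the other way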
EphB4 antag: EphB4-ephrin-B2 interaction antagonists, primary screen, biochemical, TNYL-RAW peptide probe, fluorescence polarization | actives 0.15% (n = 97,000) | EphB4 LBD / TNYL-RAW-Alexa532 peptide | Ephrin type-B receptor 4 (Homo sapiens), P54760 | inhibition, % at 7 µM;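 active = inhibition above the screen-wide mean inhibition plus 3 SD, cut at about 15% in these data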;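 note: 0% = DMSO wells and 100% = excess unlabeled TNYL-RAW peptide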
CYP2C9 activ: human CYP2C9 activators, primary screen, biochemical, luminescence; Cytochrome P450 2C9 (Homo sapiens), P11712; recombinant CYP2C9, luciferin-H conversion; stronger effect = higher value; factor 1 = untreated enzyme, 0 = blocked; activation factor at 5 µM; actives 1.4% (n = 96,000); AID 1024, 2008;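 active = activation factor of 2 or more for CYP2C9 at a 5 µM dose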;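 note: 0 = sulfaphenazole-blocked wells and 1 = vehicle-only wells; values of inactives mirror those of a sister screen read the other way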
PLK1 PBD inh: Plk1 polo box domain binding inhibitors, primary screen, biochemical, fluorescence polarization | Serine/threonine-protein kinase PLK1 (Homo sapiens), P53350 | Plk1 PBD phosphopeptide binding | inhibition, %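 (tested at about 20 µM)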 | actives 0.13% (n = 97,000); in the data active = inhibition above about 34%, passing the limit was not always enough
PLAP act: PLAP enzyme activators, biochemical, luminescence, HTS. activation fold at 20 µM. purified PLAP enzyme, luminescent substrate read-out; stronger effect = higher value. AID 696, 2007. actives 1.2% (n = 96,000); in the data active = activation fold above about 2
Numbers without * were called inactive; x = not tested or not shown.

canonical_smiles	Rev-RRE block	CYP2C9 inh	CYP2C19 act	PLK1 kinase inh	CYP2C19 inh	EphB4 antag	CYP2C9 activ	PLK1 PBD inh	PLAP act
Cc1cc(NC(=O)CSc2ccc3nnc(-c4cccc(F)c4)n3n2)no1	2	39	1	-10	0	-4	0.6	-21	0.9
Cc1ccc(-c2nn(C)c(=O)c3ccccc23)cc1CNC(=O)CSc1nc2ccccc2o1	5	42	1	-13	4	3	0.6	25	0.9
C/C(=N/NC(=O)c1ccc(C)s1)c1cccc(NC(=O)COc2ccc(Cl)cc2C)c1	15	31	0.9	-4	8	-2	0.7	-10	0.9
Cc1ccc(C(=O)C2=C(O)C(=O)N(Cc3ccccc3)C2c2cccnc2)o1 (stereo unspecified)	1	-6	1.2	-5	-17	-6	1.1	18	1.1
CCN(CC)CCOC(=O)c1ccc2c(c1)OCCO2	7	2	0.9	-15	8	-6	1	-7	1.1
Cc1cc(C(=O)O)ccc1-n1c(C)ccc1C	4	x	x	-7	x	6	x	13	x
CCCCCCc1ccc(OCC(=O)OC)cc1OCC(=O)OC	4	30	0.8	-6	21	-1	0.7	-22	1.4
CCOc1cc(/C=C2\SC(=S)N(Nc3ccccc3)C2=O)ccc1O	33	3	1	10	1	-27	1	-90	1.1
CCC(=O)OCC(=O)c1c(N)n(Cc2ccccc2)c(=O)n(C)c1=O	6	42	0.3	-4	66*	-1	0.6	8	1.2
COC(=O)CNC(c1ccccc1)c1cc(C)ccc1NC(=O)CNC(=O)OCc1ccccc1 (stereo unspecified)	2	94*	0.2	-3	82*	-1	0.1	17	1.9
O=C(Cn1c(=O)c2c(ncn2Cc2ccccc2)n(Cc2ccccc2)c1=O)N1CCCC1	16	49	0.3	-7	67*	-4	0.5	-7	1.4
COC(=O)c1cc(C(=O)Nc2cccc(C)n2)cc([N+](=O)[O-])c1	1	4	0.6	-5	36	-4	1	-23	0.9
Nc1nc2ccccc2n1/N=C/c1ccc(-c2ccccc2)o1	16	-2	0.9	1	8	0	1	7	1
N#C/C(=C(/O)COC(=O)CCc1ccc(S(=O)(=O)N2CCOCC2)cc1)c1nc2ccccc2[nH]1	45*	19	0.9	2	9	-1	0.8	4	1.2
COCCNC(C)C(=O)Nc1ccc(Br)cc1 (stereo unspecified)	x	0	0.8	x	17	x	1	x	0.9
COc1ccc(CN2CCCCC2C)cc1OC (stereo unspecified)	5	-10	1	-9	3	-3	1.1	9	0.7
COc1ccccc1NC(=O)CSc1ncnc2c1oc1ccccc12	4	22	1.1	-7	-7	4	0.8	-22	0.9
COc1cc(-n2c(C)nc3cc(C(=O)NCCN4CCOCC4)ccc32)cc(OC)c1OC	7	4	1	-8	-4	1	1	2	1.3
CCOC(=O)CCNC(C(=O)OCC)c1ccccc1 (stereo unspecified)	5	-14	1.1	-7	-7	5	1.1	-21	0.8
CC(=O)N1CC=C2C(C#N)=C(N)C(C#N)(C#N)[C@H](c3ccoc3)[C@H]2C1	28	3	1.2	-2	-21	4	1	-17	1.1
CC(=O)Cc1nsc(NC(=O)c2ccco2)n1	4	-3	0.9	-11	9	1	1	-8	1
O=C(Nc1ccc(Cl)cn1)c1cnn2cccnc12	5	11	1	41	0	8	0.9	-13	1.1
CCOc1ccc(N2C(=O)CC(SC(=NC)Nc3ccc4c(c3)OCO4)C2=O)cc1 (stereo unspecified)	-1	-5	1	-8	3	-7	1	-34	0.8
COc1ccc2c(c1)c(C(=O)CN1CCOCC1)c(C)n2C	5	14	0.9	2	14	-8	0.9	1	0.8
CCOC(=O)c1c(C(C)(C)C)oc2ccc(OCC#N)cc12	11	57*	0.8	-10	20	-15	0.4	-17	1
O=C(CCc1nc(-c2ccccc2F)no1)NCCN1CCc2ccccc2C1	4	42	0.4	-6	60*	3	0.6	-8	1.5
O=C1C=C(NCc2ccncc2)CC(c2ccccc2)C1 (stereo unspecified)	9	45	0	-13	96*	-4	0.6	30	1.1
Nc1c(Cl)cc2c(c1Oc1ccccc1)C(=O)c1ccccc1C2=O	21	11	0.9	-9	6	2	0.9	-30	0.8
CCCOc1ccc(N2C(=O)CC(SCCN)C2=O)cc1 (stereo unspecified)	3	-19	1.1	-8	-8	-4	1.2	11	1
c1ccc2c(c1)ncn2CCn1cnc2ccccc21	x	6	1	x	0	x	0.9	x	1
O=C(Nc1nc(-c2ccccc2)cs1)C1COc2ccccc2O1 (stereo unspecified)	9	35	0.8	0	23	-1	0.7	0	1.1
O=C(CC(=O)c1cc(Cl)ccc1O)c1ccccc1	8	13	0.9	-15	6	-10	0.9	-2	0.9
O=C(NCCc1ccccn1)C1CCCN(S(=O)(=O)Cc2ccccc2)C1 (stereo unspecified)	4	5	0.8	-6	22	-2	1	-7	0.8
CC(OC(=O)CN(C)S(=O)(=O)c1ccc(Cl)cc1)C(=O)Nc1ccc(N2CCOCC2)cc1 (stereo unspecified)	x	-7	0.9	x	9	x	1.1	x	0.9
CCN(C(=O)c1cccs1)c1nnc(-c2ccncc2)s1	-1	71*	0	-3	100*	0	0.3	18	0.8
CCN(CC)S(=O)(=O)c1ccc(-c2nnc(SCC(=O)Nc3nc(C)cs3)o2)cc1	1	46	0.9	-8	7	7	0.5	-1	1.2
COc1ccc(NC(=O)c2ccco2)cc1NC(=O)c1ccc(Br)o1	4	42	0.6	-2	41	7	0.6	-4	0.9
CCc1c(C#N)c(SCCC(=O)Nc2ccc(C)cc2)nc2c1C(=O)CC(C)(C)C2	5	95*	0	-19	96*	-4	0	16	1.4
CN(C)CCOC(=O)C1(c2ccccc2)CCCC1	5	12	0.9	-7	10	4	0.9	7	1.1
COc1ccc(C(CNC(=O)c2cccc(N(C)C)c2)N2CCCC2)cc1 (stereo unspecified)	4	5	0.9	-4	12	5	0.9	-58	1.3
Cn1ncc2cc(NC(=S)NC(=O)c3ccccc3)ccc21	-3	-8	0.5	-12	47	2	1.1	-28	0.9
S=c1[nH]c2ccc(Cl)cc2[nH]1	8	x	x	-12	x	-7	x	11	x
COCCNc1oc(-c2ccccc2Cl)nc1C#N	8	69*	0.1	-8	88*	1	0.3	0	1.1
CCOC(=O)c1sc2nc(CC(=O)OC)nc(NCCN3CCOCC3)c2c1C	7	51*	0.5	-8	54*	0	0.5	-14	1.5
CC(NC(=O)c1ccncc1)C(c1cccs1)N1CCOCC1 (stereo unspecified)	8	x	x	-8	x	1	x	-27	x
O=C(NCC1CCCO1)c1ccc(COc2ccc(F)cc2)o1 (stereo unspecified)	-2	8	0.9	-5	9	0	0.9	3	1
COC(=O)c1cc(Br)c(=O)n(-c2ccc(OC)cc2)c1	-1	12	0.4	-3	55*	-5	0.9	-4	0.8
COCCNC(=O)CN(C)S(=O)(=O)c1ccc2c(c1)OCCO2	4	-80	0.8	-14	24	0	1.8	-11	1.1
CCCC(=O)Nc1ccc(C(=O)NCc2ccccc2Cl)cc1	-5	x	x	-7	x	-6	x	13	x
O=C(CCCn1c(=S)[nH]c2ccccc2c1=O)NC1CCCC1	4	-17	0.7	-7	30	8	1.2	8	1
CC(C)(C)NC(=O)CSc1nnc(C2CC2)n1Cc1ccccc1	x	12	0.9	x	13	x	0.9	x	1.1
NC(=O)c1nc(C2CCCCC2)nc2c1[nH]c(=O)n2-c1ccc(F)cc1	6	-6	1	3	4	3	1.1	4	1.2
OCc1nnc2c3ccccc3c(-c3ccccc3)nn12	5	31	1	4	1	-7	0.7	11	0.8
Cc1ccc(C(=O)Nc2cc(C(F)(F)F)ccc2N2CCCCC2)cc1[N+](=O)[O-]	10	26	0.5	-2	46	-1	0.7	-11	0.9
CCCCOc1ccc(S(=O)(=O)NCc2csc(C)n2)cc1	2	30	0.6	-5	41	4	0.7	2	0.8
O=C(CC1Nc2ccccc2NC1=O)NC1CCCCC1 (stereo unspecified)	2	-122	0.9	-4	11	8	2.2*	20	1.2
Cc1cc(C)c(NC(=O)CS(=O)CC(=O)N2CCN(c3ccc(F)cc3)CC2)c(C)c1 (stereo unspecified)	10	8	1	0	-5	1	0.9	5	1.5
CN(C)/C=C1/Sc2ccccc2C1=O	2	3	1.1	-7	-9	-8	1	1	0.9
NC(=O)CCn1nc(-c2ccc(Cl)cc2)c2ccccc2c1=O	4	32	0.4	-8	57*	-1	0.7	16	1
O=C(NCCC1=CCCCC1)C1CCN(c2nnc(-n3cccc3)s2)CC1	x	46	0.7	x	28	x	0.5	x	1.4

New compounds follow.
canonical_smiles	Rev-RRE block	CYP2C9 inh	CYP2C19 act	PLK1 kinase inh	CYP2C19 inh	EphB4 antag	CYP2C9 activ	PLK1 PBD inh	PLAP act
COc1ccc(N(C(=O)Nc2ccc(Cl)cc2)C2=NCCC2)cc1	13	54*	0.9	-8	10	9	0.5	-17	1.1
O=C(Nc1ccccc1F)c1ccc2nc(N3C(=O)CCC3=O)sc2c1	3	0	0.7	-9	27	-7	1	3	1.1
CC(C)C(NC(=O)C1CCC(C(C)(C)C)CC1)C(=O)NCc1cccnc1 (stereo unspecified)	-2	51*	0.5	6	52*	0	0.5	24	1.9
Cn1c(SC/C=C/c2ccccc2)nnc1-c1cccs1	2	x	x	-14	x	-5	x	3	x
O=C(OCC(=O)N1CCN(C(=O)c2ccco2)CC1)c1ccccc1O	4	72*	0.5	2	46	5	0.3	1	1.1
O=c1cc(O)c(-c2ccccc2Cl)c(Cl)[nH]1	5	16	1.1	-9	-9	4	0.8	-32	1
CC(=O)c1cccc(NC(=O)N2CCCC2C(=O)NCc2ccccc2)c1 (stereo unspecified)	x	-8	0.8	x	16	x	1.1	x	1.1
Cc1[nH]c2ccccc2c1SCCN	1	x	x	-20	x	-7	x	0	x
CCOc1ccc2nc(Nc3nc(CSc4nnnn4-c4ccccc4)cc(=O)[nH]3)nc(C)c2c1	14	51*	0.5	-9	53*	1	0.5	4	2.5*
CSc1ccc(S(=O)(=O)Nc2ccc(N3CCOCC3)c(Cl)c2)cc1	8	98*	0	-18	100*	-3	0	9	1.1
N#CC1=C2SCCN2C(=O)C(C#N)C12CCCCC2 (stereo unspecified)	2	36	0.5	-4	45	-3	0.6	18	1
CCOC(=O)c1ccc(NCc2ccc3c(c2)OCO3)cc1	14	50	0.7	-1	32	4	0.5	20	1
